# Compound activity deposited in PubChem by several laboratories.
# Smad3 FoxH1 inh – Smad3/FoxH1 peptide binding inhibitors, primary screen, biochemical, TR-FRET | Mothers against decapentaplegic homolog 3 (Homo sapiens), P84022 | TR-FRET Smad3/Dy647-FoxH1 peptide binding, europium anti-His | AID 630, 2007 | 0.29% of 88,000 active | inhibition, % at 25 µM;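 active = compounds that reduce the energy-transfer binding signal between the protein and its labelled peptide by more than half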;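 also: 0% = Smad3 plus labelled peptide maximal FRET and 100% = peptide-only background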
# Target sequence (P84022 whole entry, looked up): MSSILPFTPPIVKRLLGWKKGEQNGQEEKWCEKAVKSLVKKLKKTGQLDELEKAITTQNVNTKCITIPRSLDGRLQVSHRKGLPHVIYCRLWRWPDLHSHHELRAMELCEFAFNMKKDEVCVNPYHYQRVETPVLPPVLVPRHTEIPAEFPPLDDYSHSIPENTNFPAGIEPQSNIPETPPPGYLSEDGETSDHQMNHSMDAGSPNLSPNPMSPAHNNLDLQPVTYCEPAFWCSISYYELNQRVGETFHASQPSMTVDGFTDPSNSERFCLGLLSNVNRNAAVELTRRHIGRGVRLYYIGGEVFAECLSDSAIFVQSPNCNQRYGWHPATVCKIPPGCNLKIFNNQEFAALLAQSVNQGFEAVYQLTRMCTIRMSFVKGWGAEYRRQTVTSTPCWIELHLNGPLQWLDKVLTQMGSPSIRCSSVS
# Mac1 fbg inh – inhibitors of CD11b/CD18 adhesion to fibrinogen, primary screen, K562 cells, luminescence; Integrin beta-2 (Homo sapiens) + Integrin alpha-M (Homo sapiens), P05107+P11215; ATPlite luminescence; Mn2+ added to activate the integrin; inhibition, % at 10 µM; 0.54% of 93,000 active; AID 1497, 2009;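 active = primary inhibition of 50% or more at 10 µM, then 40% or more on retest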; also: some results filed as inactive read as strong as hits
# ERa coact pot – enhancers of ERα–SRC-1 coactivator binding, primary screen, biochemical, TR-FRET, ERα LBD, low estradiol | TR-FRET ERalpha-LBD/SRC-Cy5 coactivator binding, 2 h; 100 = basal binding, no effect | Estrogen receptor (Homo sapiens), P03372 | coactivator binding (% of control), % at 25.6 µM | 1.3% of 86,000 active; in the data active = activity above about 200%;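 also: binding measured in presence of low estradiol as agonist stimulus; 0% = peptide alone without receptor and 100% = receptor with peptide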
# Target sequence (P03372 whole entry, looked up, the tested form may be a part): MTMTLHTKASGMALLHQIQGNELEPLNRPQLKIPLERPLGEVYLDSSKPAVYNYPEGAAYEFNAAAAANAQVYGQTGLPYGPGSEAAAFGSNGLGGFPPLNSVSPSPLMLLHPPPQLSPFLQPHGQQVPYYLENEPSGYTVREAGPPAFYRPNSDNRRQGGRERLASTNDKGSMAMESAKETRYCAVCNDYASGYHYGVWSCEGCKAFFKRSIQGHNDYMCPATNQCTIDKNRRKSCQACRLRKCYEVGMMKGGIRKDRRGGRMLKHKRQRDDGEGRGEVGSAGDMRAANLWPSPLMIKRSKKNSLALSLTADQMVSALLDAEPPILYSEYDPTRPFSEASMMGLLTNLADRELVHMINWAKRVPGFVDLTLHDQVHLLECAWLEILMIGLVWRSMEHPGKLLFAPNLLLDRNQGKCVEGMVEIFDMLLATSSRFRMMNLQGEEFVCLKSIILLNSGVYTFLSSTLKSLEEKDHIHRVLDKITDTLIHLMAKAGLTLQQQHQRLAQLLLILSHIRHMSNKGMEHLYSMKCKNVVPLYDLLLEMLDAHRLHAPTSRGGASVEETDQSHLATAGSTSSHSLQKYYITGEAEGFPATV
# sEH inhibitor – soluble epoxide hydrolase inhibitors, primary screen, biochemical, human sEH; inhibition, % at 2 µM; AID 707, 2007; 0.34% of 91,000 active; recombinant human sEH enzymatic activity assay; Bifunctional epoxide hydrolase 2 (Homo sapiens), P34913; in the data active = inhibition above about 80%; also: values of inactives mirror those of a sister screen read the other way; many of its hits are not listed in these tables
# Mac1 fbg enh – enhancers of CD11b/CD18 adhesion to fibrinogen, primary screen, K562 cells, luminescence | AID 1499, 2009 | 0.07% of 93,000 active | ATPlite luminescence | activation, % at 10 µM | Integrin beta-2 (Homo sapiens) + Integrin alpha-M (Homo sapiens), P05107+P11215;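 active = 10 µM primary screen giving 50% or more activity, confirmed by 40% or more on retest at that dose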; also: strong numbers were not always called active; reference of the scale not given here
# Candida biofilm – clotrimazole potentiators killing Candida biofilms, primary screen, with clotrimazole, Alamar Blue. C. albicans biofilm + clotrimazole. inhibition, % at 6 µM. 0.14% of 85,000 active;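 active = inhibition above 20%; inactive = inhibition below 20%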;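 also: preformed 24 hr biofilms exposed to compound for 48 hr; 0% = biofilm without compound and 100% = blank killed by clotrimazole plus chlorhexidine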
# ERb SRC1 inh – inhibitors of ERβ-SRC1 coactivator interaction, primary screen, biochemical, TR-FRET, ERβ LBD, SRC-1 peptide; Estrogen receptor beta (Homo sapiens), Q92731; TR-FRET ER-beta LBD / SRC1-Cy5 peptide binding; receptor agonist-loaded with 1 µM estradiol; inhibition, % at 25.6 µM; 1.3% of 86,000 active;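 active = compounds whose percent inhibition of the receptor-coactivator binding signal exceeds about 50% in the single-dose screen, limit read from the data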;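 also: 0% = receptor plus peptide wells without compound and 100% = peptide-only wells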
# sEH activator – soluble epoxide hydrolase activators, primary screen, biochemical, human sEH; Bifunctional epoxide hydrolase 2 (Homo sapiens), P34913; purified human sEH enzymatic activity, activator screen; activation, % at 2 µM; 0.04% of 91,000 active; AID 717, 2007; in the data active = activation above about 37%; also: values of inactives mirror those of a sister screen read the other way
# MT1-MMP txn act – MT1-MMP promoter reporter activation – cell-based, luciferase luminescence, primary screen; HT1080 MT1-MMP promoter luciferase reporter, overnight; active compounds read high; activation factor at 10 µM; 0.16% of 86,000 active; AID 750, 2007;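 active = activation factor of at least 2 for MT1-MMP transcription at 10 µM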
# The depositor's hits bear a star; . = no result given; [ ] = another dose, or the depositor's remark. An excerpt (hit frequency here may not be typical).
# Second line of a record: Smad3 FoxH1 inh, Mac1 fbg inh, ERa coact pot, sEH inhibitor, Mac1 fbg enh, Candida biofilm, ERb SRC1 inh, sEH activator, MT1-MMP txn act
Cc1nc2ccc(Br)cn2c(=O)c1Cl
 : -2, 3, 102, ., -1, 7, 1, ., 1
Cc1cc(NC(=O)CCC(=O)N(CC(=O)NCC2CCCO2)c2ccccc2C)no1 (stereo unspecified)
 : -19, ., 101, 1, ., -2, -2[fluorescence artefact?], 0, 1
C(=N\n1cnnc1)/c1ccc(N2CCOCC2)cc1
 : 4, 4, 104, -4, -2, 9, -3, 2, 1.2
O=C(CCc1ccccc1)OCCN1CCOCC1
 : 5, 14, 97[fluorescence artefact?], -3, 4, 10, 1, 3, 1.1
COC(=O)c1c(NC(=O)CN2CCN(C(=O)c3ccco3)CC2)c2cc(C)ccc2n1C
 : -7, -7, 110, -23, 3, 10, 29, 20, 1.2
O=C(Nc1ccc(S(=O)(=O)N2CCc3ccccc3C2)cc1)c1ccccc1
 : 20[fluorescence artefact?], 25, 126, 45, 1, 4, -18, -46, 1
Cc1oc(CC(C)C)cc1C(=O)Nc1cccc2ccccc12
 : 2, ., 96, 4, ., 2, -4, -5, 1.2
O=C(c1ccc(Br)o1)N(Cc1ccccc1)c1ccccn1
 : -2, -8, 184, -4, 3, 6, -16, 6, 1
Cc1cc(C)n(-c2nnc(C)n2/N=C/c2ccccc2OCc2ccccc2Cl)n1
 : -6, 4, 67[fluorescence artefact?], 19, -2, -5, 11, -19, 1.2
COc1cccc2c1C(=O)c1ccc3ccccc3c1C2=O
 : ., 9, ., 0, 26, ., ., 2, .
CCN(CC)CCCN(Cc1cc2cc3c(cc2[nH]c1=O)OCO3)C(=O)Nc1ccccc1OC
 : 3, -10, 101, -1, -2, 3, 6[fluorescence artefact?], 1, 1
CC(=O)c1cccc(NC(=O)CN2C(=O)NC3(CCCCCCC3)C2=O)c1
 : 10, -9, 69, -12, 5, 0, 31, 14, 1
O=C(NCc1ccco1)c1ccc(CS(=O)(=O)Cc2ccc(F)cc2)o1
 : -5, -10, 112, 8, 5, 6, -4[fluorescence artefact?], -11, 0.9
Cc1ccc(S(=O)(=O)C(C#N)c2nc3ccccc3nc2N2CC(C)OC(C)C2)cc1C (stereo unspecified)
 : 3, 90*, 76, -3, -9, 3, -3[fluorescence artefact?], 0, 1.1
CCCCc1cc(=O)oc2cc(OCc3cc(OC)c(OC)c(OC)c3)c(Cl)cc12
 : ., 3, ., -4, 57, ., ., 7, .
CCC1CCCCN1C(=O)CSc1nc2c([nH]c3ccccc32)c(=O)n1C (stereo unspecified)
 : 4, ., 105, -12, ., -1, -14, 13, 1.2
COc1nc(Oc2ccc(C(=O)O)cc2)nc(Oc2ccc(C(=O)O)cc2)n1
 : -26, ., 117[fluorescence artefact?], -2, ., 5, -9, 2, 1.2
CCOC(=O)N1CCN(S(=O)(=O)c2ccc3[nH]cc(C(=O)O)c(=O)c3c2)CC1
 : 14, ., 79, 6, ., 8, 27[fluorescence artefact?], -6, 1.1
COc1ccc(NC(=O)c2ccc3snnc3c2)cc1
 : 11, ., 130, 18, ., 6, -64, -15, 1.6
COC(=O)c1cc(OC)c(OC)cc1NC(=O)c1ccccc1
 : -4[fluorescence artefact?], -6, 126, ., 43, 6, 39, ., 1
O=C(CCSc1nnc2ccc3ccccc3n12)Nc1ccc(F)cc1
 : -74[fluorescence artefact?], -9, 150[fluorescence artefact?], -2, -1, 6, -8[fluorescence artefact?], -2, 1.2
CCSc1nc(O)c(CC)c(=O)n1C(C)CC (stereo unspecified)
 : 32[fluorescence artefact?], -15, 100, -13, 2, 5, -4, 11, 1.1
c1ccc2c(Nc3nnc(-c4ccncc4)s3)cccc2c1
 : ., -17, ., 9, -4, ., ., -8, .
Cc1occc1-c1nnc(SCC(=O)Nc2nccs2)n1CCc1ccccc1
 : 13, 3, 105, -24, 7, 6, -2, 25, 1.2
Cc1ccc2nc(SCc3nnc(-c4ccccc4Br)o3)[nH]c2c1
 : 3, -28, 85, 4, -4, 3, 9, -3, 1.2
COC(=O)C1=C(C)N=c2s/c(=C/c3cccs3)c(=O)n2C1c1cccs1 (stereo unspecified)
 : 8[fluorescence artefact?], ., 110, ., ., 4, -4, ., 1
Cc1ccc(N(CC(=O)NC2CCCCCC2)S(=O)(=O)c2c(C)nn(C)c2C)cc1
 : 12[fluorescence artefact?], -6, 76[fluorescence artefact?], ., -1, 5, 6, ., 1.2
CCn1nc(C)c(NC(=O)/C=C/c2ccc(OC)c(COc3ccc(Cl)cc3Br)c2)c1C
 : -4, ., 311*[fluorescence artefact?], -5, ., 4, 52*[fluorescence artefact?], 4, 1
CCOC(=O)C1(c2nc(N)cs2)COC(=O)C1 (stereo unspecified)
 : 2, ., 113, ., ., 3, 8, ., 1.1
Cc1ccc2nc(SCC(=O)NCc3ccco3)[nH]c2c1
 : ., 8, ., 6, 0, ., ., -4, .
COc1cccc(-c2nnc3n2N=C(C(C)(C)C)CS3)c1
 : 7, ., 104, ., ., 1, -13, ., 1.4
COc1ccc(Cc2c(O)nc(SCC(=O)N3CCCCCC3)[nH]c2=O)cc1
 : 4, ., 110, -6, ., 6, 4, 11, 1.4
CCN1CCN(C(c2cccs2)C(C)NC(=O)c2ccccc2F)CC1 (stereo unspecified)
 : 1, 4, 118, ., -3, 9, -9, ., 1.1
O=C(c1cccc(Cl)c1)N1CCN(C(=O)c2ccco2)CC1
 : -2, -8, 116, 0, -5, 13, 4[fluorescence artefact?], 1, 1.1
O=C(Nc1c(F)cc(F)cc1Br)c1cc(-c2ccc(O)cc2)on1
 : 1, 9, 98[fluorescence artefact?], -18, -1, 7, -5, 20, 1
COc1ccc(N2CCN(S(=O)(=O)Cc3ccccc3)CC2)cc1
 : -7, -1, 113, -3, -4, 6, -2, 3, 1.3
CCOC(=O)Nc1cccc(OCC(=O)Nc2ccc(OC)cc2OC)c1
 : 5, ., 104, 10, ., -9, 0, -12, 1.2
CCc1cc2c(=O)c(-c3cnn(-c4ccccc4)c3)coc2c(CN2CCOCC2)c1O
 : 10, -9, 97, 1, -1, 2, -7, -2, 1.2
O=C(CSc1nnc(C2CC2)n1Cc1ccccc1)c1ccc(S(=O)(=O)N2CCOCC2)cc1
 : 5, -4, 109, -6, 0, 4, 5[fluorescence artefact?], 7, 1.2
CC(C)NC(=O)CSc1nnc(-c2ccc(S(=O)(=O)N3CCCC3)cc2)n1CC1CCCO1 (stereo unspecified)
 : -2, -2, 101, -10, -2, 4, -3, 11, 1.1
COc1ccc(Cn2c(C)c(C)c(C#N)c2NC(=O)Nc2ccc(F)cc2)cc1
 : -18, -8, 96, 11, -2, 2, 5[fluorescence artefact?], -10, 1.1
O=C(c1ccc(N2CCOCC2)nc1)N1CCCCC1
 : 4, -8, 115, -5, 2, 12, -8, 3, 1.2
COC(=O)c1ccc(Nc2cc(C)nc3nc(C)nn23)cc1
 : -4, ., 103, ., ., 9, 2, ., 1.1
Cn1nnnc1SCC(=O)N1c2ccccc2Sc2ccc(Cl)cc21
 : 5, -4, 108, -5, 0, -2, -3, 4, 1.1
Cc1nn(Cc2ccccc2)c2c1C(c1ccco1)C(C#N)=C(N)O2 (stereo unspecified)
 : 5, -13, 107, -1, 0, 5, -1, 2, 1.1
CC(C)(C)c1ccc(C(=O)N2CCC(C(=O)NCC3CCCO3)CC2)cc1 (stereo unspecified)
 : -2, 5, 99, 1, 0, 2, -2, -3, 1.7
Cc1cc(C)c(C(=O)CSc2nnc(-c3ccccc3Br)o2)cc1C
 : 2[fluorescence artefact?], -37, 273*[fluorescence artefact?], 10, 53, 1, 17[fluorescence artefact?], -10, 1.2
Cc1cc(C)nc(/N=C2\NC(=O)CC(C(=O)O)N2CCc2c[nH]c3ccccc23)n1 (stereo unspecified)
 : -1, -18, 120[fluorescence artefact?], 2, 0, 11, -10[fluorescence artefact?], 0, 1.1
CSCC[C@H](NC(=O)NCCc1ccc(F)cc1)C(=O)O
 : 8, -24, 109, 3, -3, 0, -6, -4, 1.2
CCCc1cc(=O)oc2cc(C)cc(OCC(=O)O)c12
 : -6, 2, 80, -9, -4, 8, 5, 9, 1
CC(=NC1CCN(Cc2ccccc2)CC1)c1c(O)[nH]c(=O)[nH]c1=O
 : 7, -5, 103, 2, 1, 0, -1, 0, 1.1
CC(=O)/C(C(=N)N1CCN(Cc2ccccc2)CC1)=C(\C)O
 : 8, -7, 125, ., 0, 4, 0, ., 1.1
O=C(Nc1ccc2c(c1)OCO2)C1CCN(S(=O)(=O)c2cccc3cccnc23)CC1
 : 11, ., 98[fluorescence artefact?], ., ., 8, 7, ., 1.4
O=C(NCc1ccncc1)c1ccc(Cl)c(S(=O)(=O)N2CCOCC2)c1
 : 19, -8, 112, 4, -4, 4, -22, -2, 1.2
CCCCCCOC(=O)C[N+](C)(C)CCOC1CC2CCC1(C)C2(C)C (stereo unspecified)
 : ., 31, ., 2, -5, ., ., 1, .
COc1ccc(N2CCN(c3nc(NCCc4ccc(OC)c(OC)c4)nc(OC)n3)CC2)cc1
 : 13, 29, 99[fluorescence artefact?], 10, 2, 7, -20[fluorescence artefact?], -5, 1.2
COC(=O)C1=C(N)c2c(F)cccc2C1(C#N)c1ccccc1 (stereo unspecified)
 : 3, -1, 102[fluorescence artefact?], 0, 0, 2, 0, -3, 1.2
COc1cccc(C2CC(c3ccccc3OC)n3ncnc3N2)c1 (stereo unspecified)
 : 0, -8, 595*[fluorescence artefact?], 2, 4, 9, -2, -1, 1.1
OCC(C#CCN1CCCCC1)NCc1ccccc1 (stereo unspecified)
 : -2, -6, 135, ., -3, 7, -5, ., 1
COc1ccc(-c2nnc(SCC(=O)c3ccc[nH]3)o2)cc1
 : ., 6, ., 2, -1, ., ., 0, .

# Later entries:
# Second line of a record: Smad3 FoxH1 inh, Mac1 fbg inh, ERa coact pot, sEH inhibitor, Mac1 fbg enh, Candida biofilm, ERb SRC1 inh, sEH activator, MT1-MMP txn act
COc1ccc(/C=C/C(=O)c2c(C)nc3ccccn23)cc1
 : ., 2, ., 16, 5, ., ., -14, .
CCOC(=O)C(NC(=O)c1ccccc1)=C1CCCCC1
 : 6, -13, 115, 6, -1, 10, -6[fluorescence artefact?], -5, 1.1
CCN(CC)S(=O)(=O)c1ccc(NC2c3ccccc3C(=O)N2Cc2ccc3c(c2)OCO3)cc1 (stereo unspecified)
 : -5, -1, 99, ., -2, 5, -5, ., 1
Cc1nc(-c2cccc(S(=O)(=O)N3CCC(C)CC3)c2)cs1
 : -5, 14, 88, -11, 0, 0, 35, 8, 1.1
COc1cccc(C(=O)N2CCN(S(C)(=O)=O)CC2)c1
 : 3, 7, 97, 4, -2, 4, -3, -6, 1.5
COc1ccc(-n2nnc3c(=O)n(CC(=O)N4CCC(C)CC4)cnc32)cc1
 : ., -22, ., 2, 0, ., ., -3, 1.1
COc1cc(C2C(C#N)=C(N)N(c3cccnc3)C3=C2C(=O)CC(C)(C)C3)ccc1O (stereo unspecified)
 : -13, -5, 74, -25, 1, 2, 13, 25, 1.2
CCS(=O)(=O)N1CCC(C(=O)NCCCN2CCCCCC2)CC1
 : 10, -2, 920*[fluorescence artefact?], ., 52, 7, 0, ., 1.1
COc1ccc(C2C(C(=O)N3CCN(c4ccccc4)CC3)c3ccccc3C(=O)N2C)cc1 (stereo unspecified)
 : 8[fluorescence artefact?], ., 98, -3, ., 3, -1, 3, 1.1
